Compound activity deposited in PubChem BioAssay by National Center for Advancing Translational Sciences (NCATS).
Vif-APOBEC3G blk – qHTS for Inhibitors of Vif-A3G Interactions: qHTS; DNA dC->dU-editing enzyme APOBEC-3G (Homo sapiens), Q9HC16; HeLa A3G-eYFP + Vif (tagged APOBEC3G with the HIV-1 protein that degrades it), YFP fluorescence, overnight; Potency, µM (top dose mostly 46.1 µM), for inactives: at the top dose activity, negative = active, hits mostly inhibitors; 410,000 tested, 0.076% active; AID 602310, 2012;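 note: potency is the fitted concentration of half-maximal effect; % is set by controls: 0 for no effect and ±100 for the full control effect; nearly all actives have a fitted effect of over 60% in size; hits raise eYFP signal because A3G escapes Vif-driven loss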
Target sequence (Q9HC16 whole entry, looked up): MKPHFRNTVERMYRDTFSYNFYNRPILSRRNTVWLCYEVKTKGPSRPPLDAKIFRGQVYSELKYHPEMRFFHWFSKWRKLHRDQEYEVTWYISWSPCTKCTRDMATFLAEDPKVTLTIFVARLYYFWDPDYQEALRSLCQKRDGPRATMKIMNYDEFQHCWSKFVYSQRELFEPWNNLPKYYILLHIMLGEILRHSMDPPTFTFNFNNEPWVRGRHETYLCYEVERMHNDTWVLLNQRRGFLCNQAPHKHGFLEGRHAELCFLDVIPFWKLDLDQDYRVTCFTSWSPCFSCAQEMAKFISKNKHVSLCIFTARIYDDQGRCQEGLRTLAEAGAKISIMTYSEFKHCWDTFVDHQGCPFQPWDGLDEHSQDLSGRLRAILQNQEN
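Read-out is eYFP fluorescence (Ex 488/Em 500-530) from Vif-expressing HeLa A3G-eYFP cells; more signal means A3G escaped Vif-mediated degradation. Cells plated overnight, compound pinned in, incubated overnight at 37 deg C.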
D2 potentiator – HTS Assay for Positive Allosteric Modulators of the Human D2 Dopamine Receptor: Primary Screen for Potentiators | AID 485347, 2010 | 340,000 tested, 0.34% active | D(2) dopamine receptor (Homo sapiens), P14416 | HEK293 T-REx D2, calcium flux, EC20 dopamine potentiation | potentiation, % at 10 µM;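 active = potentiation over 3 SD above the plate norm, cut at about 30% in these data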; note: 0% is about no effect
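Cells plated with tetracycline inducer and held overnight at 30 C; calcium dye loaded 30–90 min at room temperature; baseline taken, compound added and read 180 s; EC20 dopamine then added and read 180 s.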
D1 antag – Antagonist of Human D 1 Dopamine Receptor: qHTS; D(1A) dopamine receptor (Homo sapiens), P21728; HEK293 TREx D1 cells, calcium flux, dopamine EC80; active compounds read low; activity change, negative = inhibition, % at 10 µM; 360,000 tested, 3.2% active; AID 504652, 2011; in the data active = activity change below about -30%; note: % is set by controls: 0 for no effect and ±100 for the full control effect
Target sequence (P21728 whole entry, looked up): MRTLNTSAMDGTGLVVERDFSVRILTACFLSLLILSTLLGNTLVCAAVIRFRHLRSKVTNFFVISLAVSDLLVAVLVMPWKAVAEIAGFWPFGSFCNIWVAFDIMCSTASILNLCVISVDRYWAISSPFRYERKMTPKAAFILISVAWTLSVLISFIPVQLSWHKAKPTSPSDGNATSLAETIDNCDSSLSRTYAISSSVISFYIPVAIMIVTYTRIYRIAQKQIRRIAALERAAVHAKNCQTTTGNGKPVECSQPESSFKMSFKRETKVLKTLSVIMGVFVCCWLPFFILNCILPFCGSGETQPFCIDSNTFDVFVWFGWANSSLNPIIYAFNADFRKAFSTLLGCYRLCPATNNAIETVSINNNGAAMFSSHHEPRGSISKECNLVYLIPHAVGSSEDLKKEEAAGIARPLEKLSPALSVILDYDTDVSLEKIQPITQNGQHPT
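Compound effects on dopamine-evoked calcium signalling were measured in tetracycline-induced HEK293 Trex D1 cells. Dopamine at EC80 followed a 180 s compound pre-read, and fluorescence was tracked kinetically for 180 s more.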
Vif-A3F inh – qHTS for Inhibitors of Vif-A3F Interactions: qHTS; HeLa A3F-eYFP + Vif (tagged APOBEC3F with the HIV-1 protein that degrades it), YFP fluorescence increase; Potency, µM (doses to about 46.1 µM), for inactives: at the top dose activity, negative = active; 390,000 tested, 0.2% active; note: potency is the fitted concentration of half-maximal effect; % of control where 0% means no effect; nearly all actives have a fitted effect of over 65% in size
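HeLa cells stably expressing Vif plus C-terminally eYFP-tagged A3F were seeded, incubated overnight at 37 deg C, dosed with compound, incubated overnight again at 37 deg C. Yellow fluorescence (Ex 488/Em 500-530) reported blocked Vif-mediated A3F-eYFP degradation.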
Glioma ERSR ind – qHTS for Inducers of the Endoplasmic Reticulum Stress Response (ERSR) in Human Glioma: qHTS; U87-MG GRP78 promoter luciferase reporter, 16 h; Potency, µM, for the others: at the top dose activation, hits mostly activators; 420,000 tested, 0.02% active; note: potency is the fitted concentration of half-maximal effect; series mostly up to about 76 µM; % of control where 0% means no effect; nearly all actives have a fitted effect of over 35% in size
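Stably transfected U87-MG glioma cells carrying a GRP78-based luciferase sensor; 16 h compound incubation. Luminescence end-point read 10 min after Bright-Glo addition at room temperature.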
RXFP1 ag – qHTS Assay for Agonists of the Relaxin Receptor RXFP1. HEK293T-RXFP1 cAMP TR-FRET, 30 min; response scale: percent of porcine relaxin response, buffer zero. Potency, µM (top dose mostly 57.5 µM), for inactives: at the top dose activation, usual class: activators. 370,000 tested, 0.3% active. AID 2676, 2010; note: potency is the fitted concentration of half-maximal effect; % is set by controls: 0 for no effect and ±100 for the full control effect; nearly all actives have a fitted effect of over 60% in size; many of its hits are not listed in these tables
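HEK293T cells stably expressing RXFP1 were pretreated with the PDE4 inhibitor Ro 20174, exposed to compounds for 30 min at 37C, lysed, and cAMP was read by TR-FRET. Data normalized to buffer (basal) and 29 nM porcine relaxin (100%).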
D1 agonist – Allosteric Agonists of the Human D1 Dopamine Receptor: qHTS; D(1A) dopamine receptor (Homo sapiens), P21728; HEK293 T-REx D1 cells, calcium flux, agonist mode; activation, % at 2 µM; 360,000 tested, 1% active; AID 504660, 2011; in the data active = activation above about 30%; note: 0% is about no effect
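Agonism was scored from calcium flux recorded over 180 s (1 read/s) after pintool compound addition, following a 10-cycle baseline. Cells were inducible force-coupled HEK293 TREx D1, plated overnight at 30 C and loaded with no-wash calcium dye.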
RXFP1 antagonist – qHTS Assay for Antagonists of the Relaxin Receptor RXFP1; activity change, negative = inhibition, % at 57.5 µM; HEK293-RXFP1, relaxin-stimulated cAMP HTRF, 30 min; active compounds read low; 350,000 tested, 0.59% active; Relaxin receptor 1 (Homo sapiens), Q9HBX9;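 active = activity change of -60% or lower, but not beyond a set lower limit; inconclusive = change between -60% and -40%, or beyond the set limit; inactive = change above -40%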; note: % is set by controls: 0 for no effect and ±100 for the full control effect
D1 potentiator – Potentiators of Human D1 Dopamine Receptor: qHTS; D(1A) dopamine receptor (Homo sapiens), P21728; potentiation, % at 10 µM; HEK293 TREx D1 cells, calcium flux, dopamine EC20 potentiation; 360,000 tested, 0.036% active; in the data active = potentiation above about 30%; note: 0% is about no effect
Active calls of the source: *; ? = inconclusive; . = not tested or not shown. Unless noted, calls come from the whole dose curve; as a rule, active = well fitted curve in the direction sought with a large enough effect; inconclusive = small, poorly fitted or top-dose-only effect, or another doubt; inactive = no such curve, though single readings can be large; an effect the other way counts as inactive or inconclusive. Some of the compounds tested; the hit share may differ from the screen's.

SMILES	Vif-APOBEC3G blk	D2 potentiator	D1 antag	Vif-A3F inh	Glioma ERSR ind	RXFP1 ag	D1 agonist	RXFP1 antagonist	D1 potentiator
CC(C)(CNS(=O)(=O)c1ccc2ccccc2c1)N1CCOCC1	0.2%	7.4	-6.3	?	-0.9%	-0.1%	0.7	-10.4	-5.7
CCCCOc1ccc(/C=C/C(=O)OCC(=O)N2CC(=O)Nc3ccccc32)cc1OCC	0.7%	17.1	-7.2	-6.0%	-2.3%	0.0%	5.5	-2.3	1.9
O=C(NC1CCCCCC1)c1cc2n(n1)C(C(F)(F)F)CC(c1ccco1)N2 (centres undefined)	-0.6%	3.8	14.2	-3.0%	-1.9%	1.7%	4.8	-12.0	-2.7
COC(=O)C1=C(C(=O)OC)[C@@H]2N(C)c3ccccc3[C@@]23C[C@@H](C(=O)OC)N(C(=O)CC(C)C)C3=N1	-7.6%	2.3	21.1	4.9%	-6.2%	-0.2%	0.5	.	0.4
NC(=O)c1cc([N+](=O)[O-])ccc1NCc1ccc(N)cc1	7.9%	2.8	-2.9	0.1%	-11.3%	-1.8%	3.3	.	-5.4
COc1cc(CCC(=O)OCC(=O)c2ccc[nH]2)cc(OC)c1OC	0.5%	3.9	-41.9*	-36.2%	-2.7%	1.6%	6.5	-16.1	.
Cc1ccc(-n2ccc(-c3nn(-c4ccccc4)ccc3=O)n2)cc1	-8.8%	4.6	3.8	-0.3%	-6.7%	2.3%	4.3	3.5	-0.3
COc1ccc(Cl)cc1N(C)C(=O)CCc1nc(-c2ccc(C)cc2)no1	-2.7%	8.1	-10.3	3.5%	-7.3%	0.8%	3.5	-18.8	0.6
Cc1ccccc1OCC(O)CNC1CCCC1 (centres undefined)	2.5%	-1.9	14.8	1.1%	-3.8%	-1.5%	2.9	11.9	1.2
O=C(CC(c1ccccc1)c1ccccc1)Nc1nn[nH]n1	-1.5%	4.0	-31.3*	-21.4%	-3.6%	-1.8%	4.5	-14.0	-2.2
O=[N+]([O-])c1cc2c(c(CSc3nnc4ccccn34)c1)OCOC2	2.5%	3.1	-1.6	6.4%	-3.1%	?	2.5	4.7	2.2
CC(=NC(C)C)C1=C(O)CCC1=O	-0.5%	8.6	-5.3	.	1.2%	2.8%	2.9	-23.5	-2.0

Three of the compounds above, bar-delimited.
mol | Vif-APOBEC3G blk | D2 potentiator | D1 antag | Vif-A3F inh | Glioma ERSR ind | RXFP1 ag | D1 agonist | RXFP1 antagonist | D1 potentiator
NC(=O)c1cc([N+](=O)[O-])ccc1NCc1ccc(N)cc1 | 7.9% | 2.8 | -2.9 | 0.1% | -11.3% | -1.8% | 3.3 | . | -5.4
COc1cc(CCC(=O)OCC(=O)c2ccc[nH]2)cc(OC)c1OC | 0.5% | 3.9 | -41.9* | -36.2% | -2.7% | 1.6% | 6.5 | -16.1 | .
Cc1ccc(-n2ccc(-c3nn(-c4ccccc4)ccc3=O)n2)cc1 | -8.8% | 4.6 | 3.8 | -0.3% | -6.7% | 2.3% | 4.3 | 3.5 | -0.3

The list continues.
SMILES	Vif-APOBEC3G blk	D2 potentiator	D1 antag	Vif-A3F inh	Glioma ERSR ind	RXFP1 ag	D1 agonist	RXFP1 antagonist	D1 potentiator
CCC(Oc1ccccc1)C(=O)Nc1cc(Cl)ccc1-n1cncn1 (centres undefined)	-5.9%	1.9	-6.1	-1.2%	-3.4%	0.5%	3.9	-17.0	-7.3
COC(=O)NNC(=O)/C=C/c1ccccc1	0.4%	-12.7	-21.6	-17.1%	-5.4%	0.4%	3.6	-5.7	-4.1
Cc1ccc(OCCC(=O)OCC(=O)Nc2ccc3[nH]c(=O)[nH]c3c2)cc1	2.0%	19.7	21.6	0.5%	-5.4%	-1.1%	3.5	-12.0	0.2
Cc1cc(-c2nnc(SCC(=O)Nc3ccc(F)c(F)c3)n2N)n[nH]1	1.3%	5.9	-3.1	-15.5%	-3.9%	1.4%	4.7	-9.7	3.5
O=c1c2c3n(c(=O)nc2[nH]n1-c1ccccc1)CCCCC3	-2.2%	4.2	14.4	-5.1%	-0.8%	0.4%	2.9	-1.1	-3.8
COc1ccc(C2Nc3ccccc3C(=O)N2O)cc1OC (centres undefined)	1.2%	6.4	21.1	3.9%	1.9%	1.7%	3.1	.	-4.7
Cn1c(=O)c2[nH]c(CN3CCN(Cc4ccccc4)CC3)nc2n(C)c1=O	1.5%	-7.1	-4.7	0.7%	0.4%	1.8%	-0.9	-2.1	0.5
COc1cc2c(cc1OC)C(c1cccc(F)c1)CC(=O)N2 (centres undefined)	-0.3%	10.9	-9.4	19.9%	-5.9%	-0.8%	2.5	-7.3	1.4
COc1ccc(S(=O)(=O)N2CCC(C)CC2)cc1Br	2.6%	12.8	-17.2	.	-2.1%	1.0%	6.5	8.1	-4.5
Cc1nc2c(c(C)nn2-c2ccccc2)c(C)c1CCC(=O)NCc1ccccc1	0.1%	9.4	-16.0	2.1%	-1.2%	0.0%	3.0	4.3	-2.8
O=C(Nc1ccc2c(c1)OCO2)C1CCCN(S(=O)(=O)Cc2ccccc2)C1 (centres undefined)	2.8%	-10.5	.	-2.1%	0.3%	0.0%	-1.4	8.5	-2.1
CCCOc1ccc(C(=O)NCCO)cc1	-2.1%	4.7	.	7.5%	0.5%	1.0%	-1.9	9.5	-2.3
Cc1cc(C)n(-c2nnc(Nc3ccc(C)c(Cl)c3)c3ccccc23)n1	-11.8%	-20.1	-39.9*	-8.6%	-0.6%	5.8%	1.2	.	-5.8
Cc1n[nH]c(C)c1S(=O)(=O)N(CC(=O)Nc1ccc(C(F)(F)F)cc1)c1ccc(C(C)C)cc1	-9.3%	-12.2	13.6	-0.4%	-6.3%	-0.6%	5.2	-21.8	4.5
Cc1ccc(C(=O)Oc2ccc(C(=S)N3CCOCC3)cc2)cc1	0.3%	-8.7	4.4	-5.6%	?	-1.4%	1.3	-13.2	-6.9
C=CCN1CCCC1CNC(=O)c1cc2[nH]nnc2cc1OC (centres undefined)	-3.9%	13.3	-12.8	9.7%	-0.7%	0.2%	-0.9	.	-6.4
CC(=O)c1ccc(NC(=O)Cn2ncc3c(C)n(Cc4ccc(F)cc4)c(C)c3c2=O)cc1	4.8%	-7.0	-2.9	-1.8%	-1.8%	1.4%	4.3	-8.3	-2.0
CN(CCOc1ccc(Cl)cc1)C(=O)c1ccc2c(=O)n3c(nc2c1)CCC3	-3.3%	-5.4	19.0	-7.9%	-4.4%	-0.3%	-2.1	-8.0	-3.2
COc1ccc(S(=O)(=O)N2CCN(Cc3ccccc3OC)CC2)cc1	-0.8%	.	.	-2.9%	6.5%	.	.	6.2	.
CCOc1cc(C(=O)N/N=C/c2ccoc2)cc(OCC)c1OCC	-6.2%	-14.7	4.4	-14.8%	2.3%	1.5%	1.7	3.6	-10.9
COc1ccc(S(=O)(=O)N2CCC(CN3C(=O)c4cccc5cccc(c45)C3=O)CC2)cc1	-0.1%	-3.4	-13.9	-0.2%	-1.5%	-0.5%	7.4	-7.1	-5.3
Cc1ccc(-c2nc3ccc([N+](=O)[O-])cc3[nH]2)cc1	-0.7%	0.1	-11.6	-2.1%	-6.2%	-1.8%	7.2	-17.4	-10.0
COC(=O)C1C(c2ccccc2)C(C(=O)O)C1c1ccccc1 (centres undefined)	1.5%	6.8	1.9	9.3%	-5.8%	-2.2%	1.9	12.4	10.4
C/C(Cl)=C/Cn1c(SCc2ccc(Cl)cc2)nc2c1c(=O)[nH]c(=O)n2C	-1.5%	9.4	-7.0	3.1%	-4.9%	0.8%	2.2	-4.4	-2.6
O=[N+]([O-])c1ccc(-n2cccc2/C=N/Nc2nc(N3CCCCC3)nc(N3CCCCC3)n2)cc1	.	14.0	-4.2	.	.	-3.9%	0.3	.	-4.3
CNC(=O)c1cc2cc(Cl)cc(OC)c2oc1=O	-3.7%	.	.	-14.7%	-0.8%	.	.	-10.6	.
Cc1ccccc1NS(=O)(=O)c1ccc(C(=O)N2CCCC2)cc1	0.3%	-5.8	-9.4	7.4%	1.2%	1.3%	0.0	3.9	-7.0
O=C1C(Cc2cccc([N+](=O)[O-])c2)SC(=Nc2ccccc2)N1c1ccccc1 (centres undefined)	-2.3%	-6.1	-3.0	-7.3%	-1.3%	0.9%	0.8	-6.5	-5.8
Cc1cc(C)c2oc(C(=O)N(Cc3cccs3)C3CCS(=O)(=O)C3)cc(=O)c2c1 (centres undefined)	-9.6%	9.7	2.8	5.0%	0.9%	3.9%	0.4	0.8	-1.6
CCc1ccc(C(C)NC(=O)C2(C)CC2(Br)Br)cc1 (centres undefined)	0.4%	6.4	-16.3	-4.6%	-5.2%	0.4%	-0.5	-13.0	-3.2
CC1=C(C(=O)Nc2ccc(C(=O)N3CCN(c4cccc(Cl)c4)CC3)cc2)SCCO1	0.8%	-1.8	1.4	-3.6%	0.8%	0.7%	1.7	3.8	-6.5
Cc1c(Br)c([N+](=O)[O-])nn1CC(=O)N1CCN(C23CC4CC(CC(C4)C2)C3)CC1	0.3%	-7.7	-3.4	8.0%	-3.9%	-0.1%	0.6	-31.1	2.0
CC(C)(C)c1ccc(OCCCn2ccnc2)cc1	-0.2%	-3.1	-3.4	-6.4%	7.9%	1.6%	12.4	-18.3	-9.2
CCOC(=O)/C=c1\s/c(=C(\C#N)C(=O)OCC)n(-c2ccccc2)c1=O	0.1%	6.8	-16.4	.	-1.2%	1.4%	0.3	4.3	-6.8
CSc1oc(-c2ccc(F)cc2)nc1S(=O)(=O)c1ccc(F)cc1	-0.2%	-21.0	7.2	-3.3%	-3.5%	12.8%	1.3	6.6	-6.8
O=C(Nc1ccccc1C(F)(F)F)C1CC(=O)N(c2ccccc2F)C1 (centres undefined)	-0.4%	6.4	-7.2	-1.9%	-4.2%	4.1%	1.3	10.9	4.2
